High-throughput results as filed in PubChem.
IP6K1 inhibitor: IP6K1 kinase inhibition; activity change, % (series mostly up to about 58 µM); IP6K1 kinase, ADP-Glo luminescence, 2 h; active compounds read low; actives 0.81% (n = 140,000); AID 1645851; Q92551; in the data active = activity change below about -25%
Target sequence (Q92551 whole entry, looked up): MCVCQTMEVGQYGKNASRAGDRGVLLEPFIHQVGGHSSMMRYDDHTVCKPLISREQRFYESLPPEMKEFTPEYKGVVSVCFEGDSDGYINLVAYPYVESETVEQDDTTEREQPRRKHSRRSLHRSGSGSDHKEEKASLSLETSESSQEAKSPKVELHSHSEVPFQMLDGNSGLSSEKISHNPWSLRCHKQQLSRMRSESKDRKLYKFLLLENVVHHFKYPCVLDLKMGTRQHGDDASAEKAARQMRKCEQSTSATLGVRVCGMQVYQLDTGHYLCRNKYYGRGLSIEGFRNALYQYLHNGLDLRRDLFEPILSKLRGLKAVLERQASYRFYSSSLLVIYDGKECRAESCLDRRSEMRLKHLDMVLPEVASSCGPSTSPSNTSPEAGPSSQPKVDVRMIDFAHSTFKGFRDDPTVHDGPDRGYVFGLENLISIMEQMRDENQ
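ADP-Glo luminescence measures ADP made by human IP6K1 during a 2 h RT reaction with ATP/IP6 (mix at 1.3 mM/130 uM); top library doses 57.5 and 19.1 uM final.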
Luciferase inh: Photinus pyralis luciferase inhibition | Potency, µM (titrated, usually from 115 µM), for the others: at the top dose activity change, negative = inhibition, actives largely listed as inhibitors | purified P. pyralis luciferase, luminescence, biochemical | P08659 | actives 2.5% (n = 76,000); note: potency is the fitted concentration of half-maximal effect; nearly all actives have a fitted effect of over 65% in size
Target sequence (P08659 whole entry, looked up): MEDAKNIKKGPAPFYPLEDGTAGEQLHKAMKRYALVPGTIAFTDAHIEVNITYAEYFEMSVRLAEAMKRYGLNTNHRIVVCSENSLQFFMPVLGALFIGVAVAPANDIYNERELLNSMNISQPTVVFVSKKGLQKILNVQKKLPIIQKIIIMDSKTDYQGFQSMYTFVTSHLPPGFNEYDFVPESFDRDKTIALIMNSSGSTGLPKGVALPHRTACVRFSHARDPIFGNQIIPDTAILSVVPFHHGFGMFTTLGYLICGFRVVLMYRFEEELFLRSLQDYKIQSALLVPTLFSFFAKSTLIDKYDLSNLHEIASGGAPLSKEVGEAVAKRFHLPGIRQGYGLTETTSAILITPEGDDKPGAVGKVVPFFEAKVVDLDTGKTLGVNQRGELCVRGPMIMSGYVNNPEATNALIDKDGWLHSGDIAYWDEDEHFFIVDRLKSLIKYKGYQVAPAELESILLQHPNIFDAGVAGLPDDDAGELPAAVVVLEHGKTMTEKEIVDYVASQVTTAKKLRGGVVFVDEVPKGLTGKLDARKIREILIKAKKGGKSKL
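Luminescence read by CCD imaging after purified firefly luciferase (10nM final) was added to substrate buffer holding 10uM D-luciferin and 10uM ATP, pH 7.5, pre-dosed with compound.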
3T3 cytotox: NIH 3T3 cell cytotoxicity. NIH 3T3 viability, CellTiter-Glo ATP luminescence, 48-72 h. Potency, µM (doses to about 96.7 µM), without a hit: top-dose activity change, negative = cytotoxicity, hits mostly inhibitors. actives 4.3% (n = 94,000). AID 1345082; note: potency is the fitted concentration of half-maximal effect; nearly all actives have a fitted effect of over 55% in size
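Luminescent ATP readout (CellTiter-Glo, 10 min RT) after 48 or 72 hr compound exposure of NIH 3T3 cells seeded at 400 cells/well in 1536-well format; quantitative HTS.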
GPT2 inhibitor: blocks human glutamate pyruvate transaminase 2. Q8TD30. Recombinant GPT2, coupled pyruvate oxidase/HRP Amplex Red fluorescence. Potency, µM (highest dose often 57.7 µM), for the others: top-dose activity change, negative = inhibition, most hits filed as inhibitors. actives 0.25% (n = 100,000); note: potency is the fitted concentration of half-maximal effect; nearly all actives have a fitted effect of over 60% in size; many of its hits are not listed in these tables
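Fluorescence read-out: pyruvate from GPT2 turnover coupled to pyruvate oxidase, HRP and Amplex Red (0.2mM ThPP, 0.2U/mL PO and HRP, 50uM Amplex final). Substrates 250uM a-KG, 2mM L-alanine; enzyme 10ng/uL; 30 min RT.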
SNCA expr inhib: reduces expression of the alpha-synuclein gene; HEK-293 SNCA-luciferase knock-in, luminescence, 24 h; Potency, µM (series often up to 57.2 µM), inactives show top-dose activity change, negative = inhibition, most hits filed as inhibitors; actives 0.17% (n = 140,000); AID 1671194;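 note: potency is the fitted concentration of half-maximal effect; plate controls were DMSO cells for no effect and cell-free wells for full effect; nearly all actives have a fitted effect of over 45% in size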
SNCA viab count: cell viability loss counter-screen | HEK-293-SNCA-luc viability, GF-AFC fluorescence, 24 h | Potency, µM (highest dose often 57.1 µM), for the others: at the highest dose activity change, negative = cytotoxicity, most hits filed as cytotoxic | actives 0.12% (n = 150,000) | AID 1671193;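 note: potency is the fitted concentration of half-maximal effect; 0% = DMSO-treated cells and -100% = medium-only wells without cells; nearly all actives have a fitted effect of over 30% in size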
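HEK-293-SNCA-luc cells (1500/well) plated 24 h, then exposed 24 h to a dilution series; GF-AFC added 30 min at 37C, fluorescence 405/540 nm; normalised to medium-only and DMSO wells, Hill fit.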
HEK cytotox: HEK 293 cell cytotoxicity. actives 6.6% (n = 94,000). AID 1345083. Potency, µM (doses to about 115 µM), inactives show at the highest dose activity change, negative = cytotoxicity, most hits filed as inhibitors. HEK 293 viability, ATP luminescence (CellTiter-Glo), 48-72 h; note: potency is the fitted concentration of half-maximal effect; nearly all actives have a fitted effect of over 60% in size
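Viability of HEK 293 cells, plated at 250 cells/well, was judged by cellular ATP after compound treatment for 48 or 72 hr. Luminescence was imaged 10 min after CellTiter-Glo addition at room temperature.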
* hit, by the source's call; i = inactive; ? = inconclusive; · = not tested or not shown; [ ] = remark or other dose. Unless noted, calls come from the whole dose curve; as a rule, active = well fitted curve in the direction sought with a large enough effect; inconclusive = small, poorly fitted or top-dose-only effect, or another doubt; inactive = no such curve, though single readings can be large; an effect the other way counts as inactive or inconclusive. Unless noted, % is set by controls: 0 for no effect and ±100 for the full control effect. Compounds as they come, and some 7.7% of all compounds hit somewhere here.

SMILES	IP6K1 inhibitor	Luciferase inh	3T3 cytotox	GPT2 inhibitor	SNCA expr inhib	SNCA viab count	HEK cytotox
O=C(NCc1cccs1)c1ccc2c(c1)N(Cc1ccccc1Cl)C(=O)c1ccccc1S2	0.5	·	·	·	0.0%	5.8%	·
COCCNC(=O)C[C@@H]1C[C@H]2O[C@H](CNCc3ccccc3OC(F)(F)F)[C@@H](O)[C@H]2O1	9.1	-0.5%	4.2%	i	-26.3%	-1.7%	i
Cc1cccc(C(=O)Nc2ccc(-c3nc4cc(C(C)C)ccc4o3)cc2)c1	-4.3	·	·	·	111.9%[activator]	-15.4%	·
COc1ccc(CN2C[C@@H]3[C@H](C2)N(CC(C)C)C(=O)C(C)(C)[S+]3(=O)[O-])cc1O	15.0	2.8%[172 µM]	?	-9.6%[88.5 µM]	?	-1.2%[87.6 µM]	i
CCOC(=O)c1c(C)[nH]c(C)c1S(=O)(=O)N1CCCC(C(=O)Nc2ccc(C)c(N(C)C)c2)C1 (configuration not stated)	-16.2	·	·	·	24.9%	-9.9%	·
Cc1ccc(S(=O)(=O)C(CNC(=O)c2ccc(C(F)(F)F)cc2)c2ccco2)cc1 (configuration not stated)	3.6	·	·	·	28.2%	11.9%	·
c1ccc(CN2Cc3[nH]cnc3C[C@H]2c2nc(-c3ccccn3)no2)cc1	24.6	-26.1%[172 µM]	-17.1%[174 µM]	1.7%[88.5 µM]	59.7%[activator][87.6 µM]	3.2%[87.6 µM]	-19.5%[172 µM]
CC(=O)c1cc(CN2CCC(CO)(Cc3ccccc3Cl)CC2)cs1	-0.5	3.9%	-24.9%	-8.0%	-6.0%	-2.5%	?
COC(=O)c1cc2oc3ccccc3c2n1Cc1c(F)cccc1Cl	-13.2	·	·	·	14.9%	0.9%	·
CCn1c(SCc2c(F)cccc2Cl)nc(=O)c2c(C(=O)OC)cc(C3CC3)nc21	6.8	·	·	·	-4.2%	-4.6%	·
O=C(CN1CC2CC(C1)[C@H]1CCCC(=O)N1C2)N1CCC(N2CCCCC2)CC1 (some centres not stated)	24.5	2.1%	i	i	-3.2%	-0.3%	7.4%
CCn1cc(/C=C(\NC(=O)c2cc(OC)c(OC)c(OC)c2)C(=O)NCCCn2ccnc2)c2ccccc21	12.2	·	·	·	-14.2%	-12.8%	·
CCCn1c(C)cnc1CC1CCCN(S(=O)(=O)CCC)C1 (configuration not stated)	2.4	-2.1%	-21.3%	i	15.7%	4.8%	-12.2%
CC(C)(C)OC(=O)N1CCC(c2c(C(=O)NCCc3ccccc3)cnn2-c2ccc(F)cc2)CC1	-25.9*	·	·	·	?	-15.7%	·
Fc1ccc(-c2ccc(CNCc3ccco3)o2)cc1	-6.6	?	?	i	137.5%[activator]	-0.1%	?
CC(=O)c1ccc(Nc2cc(C)nc3nc(Cc4ccc(Cl)cc4)nn23)cc1	8.4	·	·	·	4.1%	4.6%	·
O=C(Nc1ccc(F)cc1F)N1CCc2c(sc3c2CCCC3)C1c1ccc(F)cc1 (configuration not stated)	6.7	·	·	·	-28.7%	3.4%	·
CCCOc1ccc(C(=O)Nc2nonc2-c2ccc(OCC)cc2)cc1	0.3	·	·	·	17.1%	3.1%	·
COc1ccc(-c2csc3nc(-c4ccc(F)cc4)oc(=O)c23)cc1OC	-0.2	·	·	·	-15.3%	8.2%	·
CN(CCN1CCCCCC1)C(=O)c1cc(COc2ccccc2)[nH]n1	17.4	9.2%	-16.1%	-5.3%	-12.5%	-1.5%	?
Cc1ccccc1[C@H]1C[C@@H](O)[C@@H](O)[C@@H]1NC(=O)c1cccnc1Oc1ccccc1	0.9	-11.6%[172 µM]	-7.6%[138 µM]	-1.1%[88.5 µM]	7.7%[87.6 µM]	-2.0%[87.6 µM]	-7.3%[172 µM]
Cc1ccc(NC(c2ccc(Cl)cc2)c2nnc(-c3cccc(F)c3)o2)cc1C (configuration not stated)	2.2	·	·	·	49.1%[activator]	-6.0%	·
O=C(NCc1ccc(F)cc1)C1CCN(c2nccc(Nc3ccccc3F)n2)CC1	18.1	·	44.7µM*	?	-4.2%	-11.3%	?
COCC(=O)N(C1CCOCC1)C1CCN(C(=O)c2ccccc2F)CC1	-3.7	-1.3%	i	i	19.0%	7.3%	5.3%

Whole records, quoted from the list. Values in the order: IP6K1 inhibitor	Luciferase inh	3T3 cytotox	GPT2 inhibitor	SNCA expr inhib	SNCA viab count	HEK cytotox
`COc1ccc(-c2csc3nc(-c4ccc(F)cc4)oc(=O)c23)cc1OC` as listed: -0.2	·	·	·	-15.3%	8.2%	·
`COCC(=O)N(C1CCOCC1)C1CCN(C(=O)c2ccccc2F)CC1` as listed: -3.7	-1.3%	i	i	19.0%	7.3%	5.3%
`Cc1ccc(NC(c2ccc(Cl)cc2)c2nnc(-c3cccc(F)c3)o2)cc1C` (configuration not stated) as listed: 2.2	·	·	·	49.1%[activator]	-6.0%	·
`O=C(NCc1ccc(F)cc1)C1CCN(c2nccc(Nc3ccccc3F)n2)CC1` as listed: 18.1	·	44.7µM*	?	-4.2%	-11.3%	?
`CC(C)(C)OC(=O)N1CCC(c2c(C(=O)NCCc3ccccc3)cnn2-c2ccc(F)cc2)CC1` as listed: -25.9*	·	·	·	?	-15.7%	·

The listing continues.
SMILES	IP6K1 inhibitor	Luciferase inh	3T3 cytotox	GPT2 inhibitor	SNCA expr inhib	SNCA viab count	HEK cytotox
COc1ccccc1C(=O)Nc1c(C(=O)Nc2ccc(C)cc2)oc2ccccc12	8.3	·	·	·	-2.4%	-10.9%	·
C=C[C@@]12COC(=O)C(=C)[C@@H]1[C@@H](O)[C@H](C(=C)C(=O)OC)[C@@H](O)C2	-4.9	·	·	i	·	?	·
O=C(O)CCC(=O)N1C[C@@H]2OCC(=O)N(Cc3ccccc3)[C@@H]2C1	-7.5	-3.7%[172 µM]	4.4%[138 µM]	i	-4.6%[87.6 µM]	-5.8%[87.6 µM]	4.5%[172 µM]
Cc1ccccc1C(=O)NC1CCN(c2nccc(Nc3ccccc3F)n2)CC1	3.0	·	?	i	40.8%[activator]	?	20µM*
O=C1CC(c2nc3ccccc3n2CCCOc2ccccc2)CN1c1ccc(F)cc1 (configuration not stated)	-7.0	·	·	·	-8.6%	3.4%	·
COc1ccc(F)cc1-c1ccc(CN2CCC(N[S+](C)(=O)[O-])C2)cc1 (configuration not stated)	9.7	·	?	·	·	·	?
Cc1scc(C(=O)N2CCCC3(CCOC3)C2)c1-c1ccccc1 (configuration not stated)	-4.1	-5.7%	-24.4%	-19.0%	-2.7%	-12.1%	?
CC(C)OCCCNC(=O)CN1CC2CC(C1)[C@H]1CCCC(=O)N1C2 (some centres not stated)	6.3	6.3%	i	i	4.8%	3.4%	6.1%
CC(C)c1ccc(CN2C[C@@H]3[C@H](C2)N(CCOc2ccccc2)C(=O)C(C)(C)[S+]3(=O)[O-])cc1	7.3	-1.4%	?	-3.7%	0.6%	1.6%	?
C=CCNC(=O)c1ccc2ccnn2c1	5.2	-6.0%[230 µM]	-2.3%[174 µM]	4.7%[88.5 µM]	34.8%[activator][87.6 µM]	-2.5%[87.6 µM]	4.2%[230 µM]
CN1CC(=O)N(c2ccc(Cl)cc2)Cc2c(NCc3ccc(F)cc3)ncnc21	-7.7	2.5%	?	-0.8%	-18.0%	-4.4%	?
O=C(NC[C@H]1O[C@@H](CO)[C@@H](O)[C@H]1N1CCN(c2ccccc2)CC1)Nc1ccc(F)cc1F	6.3	0.2%	1.4%	-12.8%	-7.1%	-10.4%	3.0%
COc1ccc(Nc2nc(-c3cccc(OC)c3)no2)cc1	-6.5	2.51µM*	-63.5%	-6.8%	94.3%[activator]	-15.5%	?
Cc1oc(-c2cccc(Cl)c2)nc1CN1CCC(C(=O)NC(C)C)CC1	19.0	·	·	·	-11.1%	4.2%	·
Nc1c(C(=O)Nc2ccccc2)nnn1Cc1ccc(F)cc1Cl	-9.3	·	·	·	159.6%[activator]	-5.6%	·
COC(=O)C1=C(C)N=C2SC=C(CC(=O)NCc3ccccc3F)N2C1c1ccccc1Cl (configuration not stated)	-17.0	1.8%	?	0.9%	-10.5%	1.8%	?
Cc1ccc(CNC(=O)c2ccc(CSCc3c(F)cccc3Cl)o2)cc1	11.2	·	·	·	11.1%	-3.4%	·
COCCOCCOc1ccc(C2=N[C@@](C)(C(=O)O)CS2)c(O)c1	-10.6	·	·	i	·	-6.8%	·
CCc1cc(=O)[nH]c(SCc2nc(-c3cccc(Cl)c3)no2)n1	40.2	·	·	·	23.2%	10.1%	·
CCOC(=O)C1CCN(C(=O)c2ccc3c(c2)sc2nc(-c4ccc(OC)cc4)cn23)CC1	-6.7	·	·	·	60.2%[activator]	-0.5%	·
CN1CCCC2(CCN(C(=O)c3cc(=O)[nH]c4ccc(F)cc34)C2)C1=O (configuration not stated)	-13.8	8.9%	-2.8%	1.9%[11.5 µM]	?	4.1%	-2.8%
COc1ccc(Nc2ccnc(N3CCN(C(=O)NC4CCCC4)CC3)n2)cc1	-9.0	·	?	i	-10.1%	-0.1%	44.7µM*
CN(C)C1(Cc2cc(-c3ccc(F)cc3)on2)COC1	-2.5	-3.0%[230 µM]	-4.5%[174 µM]	3.2%[88.5 µM]	29.5%[87.6 µM]	-4.5%[87.6 µM]	-14.5%[230 µM]
COc1ccccc1-c1nnc2ccc(C(=O)N3CCN(C(C)=O)CC3)cn12	5.3	·	3.2%	-0.8%	5.1%	2.8%	i
Cc1ccc(C)c(OCCn2cc(C(=O)c3cccs3)c3ccccc32)c1	-5.3	·	·	·	-8.9%	-7.0%	·
Cn1ncc2c(C(=O)Nc3cccc(F)c3)cc(-c3cccc(F)c3)nc21	1.6	·	?	·	·	·	?
COc1ccc(C2(C(=O)NCC(=O)N3CCCCCNC(=O)CC3c3ccccc3)CC2)cc1 (configuration not stated)	-6.3	4.8%	i	i	0.0%	-5.1%	-4.2%
O=C1CC(c2noc(-c3ccccc3Cl)n2)CN1c1ccc(F)cc1 (configuration not stated)	-12.6	-1.6%	?	-1.3%	-3.1%	4.8%	?
COc1ccc(-c2cccc(NS(=O)(=O)c3cc(C(F)(F)F)ccc3Cl)c2)nn1	-9.5	·	·	·	19.3%	-1.6%	·
CC(=O)NCC(=O)N1CCCC2(COc3ccccc3[S+](=O)([O-])N2)C1 (configuration not stated)	-6.6	·	i	i	38.4%[activator]	3.7%	-1.7%
O=C(C1CC1)N1CCC2(CC1)CC(Cc1nc(-c3ccncc3)no1)CCO2 (configuration not stated)	4.3	7.3%	?	0.6%	30.2%[activator]	-0.3%	44.7µM*
COc1ccccc1NC(=O)c1cc2c(n(-c3ccc(C)cc3)c1=O)CC(C)(C)CC2=O	6.4	·	·	·	-19.4%	13.5%	·
Cc1nnc(-c2cc(-c3ccsc3)ccn2)n1Cc1ccncc1	-11.3	4.0%[172 µM]	?	?	17.8%[87.6 µM]	11.1%[87.6 µM]	-1.8%[172 µM]
